Screening data from PubChem.
ERK EGF inh: EGF-driven ERK pathway inhibition | HEK293-V1b, EGF-stimulated phospho-ERK AlphaScreen | Potency, µM (highest dose often 11.5 µM), inactives show at the top dose activity change, negative = inhibition, actives largely listed as inhibitors | actives 0.41% (n = 130,000) | AID 1454; active means well fitted inhibition curve with a large enough effect; inconclusive means small, poorly fitted or top-dose-only effect, or effect the other way;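 further: plate controls were stimulated vehicle wells for no effect and unstimulated vehicle basal for full effect; nearly all actives have a fitted effect of over 55% in size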
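EGF-stimulated (25 nM, 5 min) phospho-ERK in HEK293 cells stably expressing V1b, cells pretreated 30 min with compound at 37C. Homogeneous AlphaScreen read on lysates.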
An asterisk follows results filed as active; ? = inconclusive; & = joins results of further samples; [ ] = dose if it differs, or a comment. Potency means the concentration at half of the fitted maximal effect. These rows are one share of the data (hit frequency here may not be typical).

ERK EGF inh,molecule
0.3%,CCCOc1ccc2oc(=O)c3c(c2c1)CCCN3C(=O)CN1CCN(C(=O)c2ccco2)CC1
?,CC(C)N(Cc1nc(-c2ccccc2)no1)C(=O)c1ccc([N+](=O)[O-])cc1
1.5%,O=C(CNS(=O)(=O)c1cccc(Cl)c1)Nc1ccc(-c2nc3ccccc3s2)cc1
?,CCOC(=O)C1C(c2ccc([N+](=O)[O-])cc2)C2C(=O)NN=C2CC1(C)O (configuration not stated)
-3.8%,COc1ccc(CC(=O)NNC(=O)Cc2ccc(OC)cc2)cc1
-15.2%,C=C(C)CN(CC)C(=O)c1ccc(OC2CCN(S(=O)(=O)N(C)C)CC2)cc1
-3.8%,COC(=O)c1cnn2c1C(=O)N(Cc1cccs1)CC2
-1.5%,Cc1ccc(S(=O)(=O)NCCC(=O)OCC(=O)Nc2cccc(S(=O)(=O)NC3=NCCCCC3)c2)cc1
-11.6%[57.5 µM],O=C1NCCN1CCNS(=O)(=O)c1ccc(F)c(Cl)c1
6.0%,COc1cccc(C(=O)Nc2ccc(NC(C)=O)cn2)c1
-10.3%,Cc1ccc(CNC(=O)C2CCCN(c3nc(C)cc(C)n3)C2)cc1 (configuration not stated)
2.0%[57.5 µM],C=C(C)C(=O)N1CC2(CC(c3cccc(NC(=O)CCCCC)c3)=NO2)C[C@H]1C(N)=O (some centres not stated)

Four compounds already listed, arranged by the value under ERK EGF inh, highest first:
| structure | ERK EGF inh |
| --- | --- |
| O=C(CNS(=O)(=O)c1cccc(Cl)c1)Nc1ccc(-c2nc3ccccc3s2)cc1 | 1.5% |
| CCCOc1ccc2oc(=O)c3c(c2c1)CCCN3C(=O)CN1CCN(C(=O)c2ccco2)CC1 | 0.3% |
| COC(=O)c1cnn2c1C(=O)N(Cc1cccs1)CC2 | -3.8% |
| C=C(C)CN(CC)C(=O)c1ccc(OC2CCN(S(=O)(=O)N(C)C)CC2)cc1 | -15.2% |

(cont.)
ERK EGF inh,molecule
3.8%[57.5 µM],CCC1=[N+](CC(=O)c2ccc(Br)cc2)CCn2c(C)ccc21
-5.7%,Cc1ccccc1CN1C[C@@H]2C[C@@H](c3cn(C)nc3-c3ccccc3)N3CCC[C@@]23C1=O
-8.2%,CCC(=O)c1cc(F)ccc1OCC(=O)N1CCN(c2ccc(F)cc2)CC1
-11.4%,CC(C)(C)NC(=O)C(c1ccccn1)N(C(=O)C1CSC(=O)C1)c1ccccc1F (configuration not stated)
?,CCN(C(=O)CSc1nc2ccc([N+](=O)[O-])cc2s1)C1CCS(=O)(=O)C1 (configuration not stated)
2.1%,Cc1ccnc(NC(=O)/C=C/c2cccs2)c1
5.5%,Cn1cnc(C(F)(F)F)c1-c1ccc([N+](=O)[O-])cc1
1.2%,Cc1nc2cc3nc(C(F)(F)F)[nH]c3cc2[nH]1
0.1%,O=S(=O)(NC1CC1)c1ccc(S(=O)(=O)N2CCC3(CC2)OCCO3)cc1
-5.0%[57.5 µM],S=C(c1cn(Cc2ccccc2)c2ccccc12)N1CCOCC1
-10.9%[57.5 µM],COc1cc(C(Nc2ccc(S(=O)(=O)NCC3CCCO3)cc2)C(=O)NC(C)(C)C)cc(OC)c1OC (configuration not stated)
-2.1%,Cc1cc2cc(C#N)c(NCCNC(=S)NCCCN3CCOCC3)nc2cc1C
-8.8%[57.5 µM],CC[C@@H](C)[C@H](NC(=O)OCc1ccccc1)c1nnc([C@@H](NC(=O)OCc2ccccc2)[C@@H](C)CC)o1
-6.7%,CC(=O)N1CCN(C(=S)c2cccc([N+](=O)[O-])c2)CC1
8.7%[57.5 µM],Cc1cc(-c2cc(-c3ccccc3)on2)nc(NCC2CC2)n1
5.4%[57.5 µM],CCOC(=S)N/C(=N\S(C)(=O)=O)c1ccccc1
-2.8%,CCOc1cc(/C=N/NC(=O)c2nn(C)cc2Br)ccc1OCc1ccccc1
4.9%[57.5 µM],Cc1ccc(S(=O)(=O)NC(=O)Nc2nccs2)cc1
-0.8%,CCOC(=O)C1=C(C)Nc2nc(C)nn2C1c1ccc(C)cc1 (configuration not stated)
15.1%&-4.0%[57.5 µM],O=C(O)CSc1nc2ccccc2s1
-4.8%[57.5 µM],COCCC(=O)Nc1ccc2c(c1)CN(C(=O)CSC)CC2
-5.2%,CCn1c(SCC(=O)Nc2nc(C)c(C)s2)nc2cccnc21
19.0%&15.1%,O=C(C1CCCCC1)N1CC(=O)N2CCc3ccccc3C2C1 (configuration not stated)
7.7%,Nc1nc(SCC(=O)NCc2ccccc2Cl)[nH]c(=O)c1NC(=O)c1ccccc1F
-6.0%,N#CCn1cnc2sc(-c3ccccc3)cc2c1=O
3.2%,O=C(c1cccc(S(=O)(=O)N2CCOCC2)c1)N1CCN(Cc2ccc3c(c2)OCO3)CC1
-1.1%[57.5 µM],O=C(COc1ncnc2cc([N+](=O)[O-])ccc12)NC1CCCCC1
6.6%[57.5 µM],C[C@]12CCC3C(CC=C4C[C@@H](O)CC[C@@]43C)C1CCC2[C@]1(C)CCC(=O)O1 (some centres not stated)
3.9%[57.5 µM],O=c1onc(-c2ccc(Cl)cc2Cl)n1-c1cccnc1
-4.8%,Cc1c2ccccc2cc[n+]1CCCS(=O)(=O)[O-]
2.6%,COc1cc(CNn2cn[nH]c2=S)cc(Cl)c1OCc1ccc(F)cc1
4.2%,O=C(NCC1(c2ccccc2)CCCC1)c1ccccc1
4.8%,CCCn1c(=O)c2[nH]c(-c3ccc(OCC(=O)Nc4ccc(C(C)=O)cc4)cc3)nc2n(CCC)c1=O
2.8%,O=C(O)c1ccc(N/N=C/c2cn(-c3ccccc3)nc2-c2cccs2)cc1
-0.6%,O=C(O)/C=C/C(=O)N1CCN(C(=O)/C=C/C(=O)O)CC1
-4.3%,CC(=O)N1N=C(c2ccco2)CC1c1ccc(Br)cc1 (configuration not stated)

Molecules from the list above that contain a thiophene ring, fused or not:
ERK EGF inh,molecule
-3.8%,COC(=O)c1cnn2c1C(=O)N(Cc1cccs1)CC2
2.1%,Cc1ccnc(NC(=O)/C=C/c2cccs2)c1
-6.0%,N#CCn1cnc2sc(-c3ccccc3)cc2c1=O
2.8%,O=C(O)c1ccc(N/N=C/c2cn(-c3ccccc3)nc2-c2cccs2)cc1

New compounds follow
ERK EGF inh,molecule
-7.8%,COc1ccc(-c2nnc(OCc3ccccc3)c3ccccc23)cc1
-1.9%,O=C(Nc1cccc(S(=O)(=O)N2CCCCC2)c1)C1CC(=O)N(Cc2ccco2)C1 (configuration not stated)
3.0%,Cc1ccc2c(C)nc(N/C(N)=N/S(=O)(=O)c3ccc([N+](=O)[O-])cc3)nc2c1
-1.7%,CN(Cc1ccc(OC(F)F)cc1)Cc1nc2c(Br)cc(Br)cc2c(=O)[nH]1
-10.9%[57.5 µM],C[C@H]1CN=C2N(CCNC(=O)CCC3CCCCC3)[C@H](Cc3ccc(O)cc3)CN21
-2.3%,O=C(Cc1ccccc1)NNC(=O)Nc1ccccc1
-2.8%,CN(CCC#N)C(=O)COC(=O)c1nn(-c2ccccc2)c(=O)c2ccccc12
-4.6%,O=C(Cc1c[nH]c2ccccc12)Nc1ccccc1N1CCOCC1
-3.3%,CC(C)=CCC/C(C)=C\COc1c2ccoc2cc2oc(=O)ccc12
-6.0%,COC(=O)c1sccc1NC(=O)Cc1ccc(OC)c(OC)c1
-5.3%,CCNc1nc(Oc2ccc(OC)cc2)cc(C(F)(F)F)n1
7.9%[57.5 µM],COc1cccc(CNC(=O)Cn2ncc3c(=O)oc4ccccc4c32)c1
1.4%,COc1cccc(NC(=O)CNS(=O)(=O)c2ccc(Cl)cc2)c1
-5.0%,COc1cccc(NC(=S)N(CCCN2CCCC2)Cc2ccco2)c1
1.0%,CCOc1ccc(NC(=O)CCC(=O)NNC(=O)Nc2ccc(Cl)cc2)cc1
-1.4%[57.5 µM],O=C(CCn1c(=S)oc2ccccc21)NC1CCCCCC1
5.3%,CCOc1ccc2nc(Cl)sc2c1
-8.4%[57.5 µM],CCN(CC)CCCN=Cc1c(O)n(-c2cccc(C)c2)c(=O)c2ccccc12
-2.6%[57.5 µM],NCCNC[C@@H]1COC2(CCCCCCCCCCC2)O1
2.9%,N#Cc1ccccc1/C=C/C(=O)N1CCOCC1
-6.4%,COc1ccc(-n2c(Cc3cccn3C)nnc2SCC(=O)Nc2ccc3c(c2)OCO3)cc1
10.6%,N/C(=N\OC(=O)COc1ccc(Br)cc1Cl)c1ccncc1
0.5%,O=C(CS(=O)(=O)c1ccc2ccccc2c1)N1CCCCCC1
6.3%[57.5 µM],COc1cccc(NC(=O)Nc2nnc(CC(=O)Nc3ccccc3)s2)c1
-5.1%[57.5 µM],COc1ccc(NC(=O)CC(C)=O)c(OC)c1
-2.2%,CC(OC(=O)c1ccco1)C(=O)NCc1cccs1 (configuration not stated)
7.4%,NS(=O)(=O)c1ccc(NC(=O)COC(=O)C23CC4CC(CC(C4)C2)C3)cc1
-0.4%,Cc1cccc(C)c1NC(=O)CNC(=O)Cc1ccc(Br)cc1
4.9%,Nc1nc(-c2ccco2)nn1S(=O)(=O)c1ccc(Cl)cc1
4.1%,O=C(CNC(=O)c1ccccc1)OCC(=O)N1N=C(c2ccc(Cl)cc2)CC1c1ccco1 (configuration not stated)
8.4%[57.5 µM],CCC1(CC)NC(=O)N(CC(=O)OCC(=O)Nc2ccccc2[N+](=O)[O-])C1=O
4.4%,COc1ccc(CN2C(=O)CCCc3ccccc32)cc1
2.8%,CC(OC(=O)c1cc(-c2cccnc2)nc2ccccc12)C(=O)Nc1ccc2ccccc2c1 (configuration not stated)
-4.2%[57.5 µM],CCn1nc(C)c(CN2CCc3c([nH]c4ccccc34)C2C(C)(C)C)c1C (configuration not stated)
6.8%,O=C(N/N=C/c1ccccc1F)c1ccc(COc2ccccc2Cl)o1
-10.7%,Cc1cc([N+](=O)[O-])cnc1Sc1nccn1C
-3.0%,O=C(COc1ccc(F)cc1)NN1C(=O)CSC1=S
1.8%,O=S(=O)(c1ccccc1F)N1CCN(C(=S)NCc2ccccc2)CC1
12.0%,Cc1ccc(S(=O)(=O)N2CCOCC2)cc1NC(=O)COC(=O)c1ccc(OCc2c(C)noc2C)cc1
7.5%,CC1CCN(c2ccc(/C=C(\C#N)c3nn(-c4ccccc4)c(N)c3C#N)cc2[N+](=O)[O-])CC1
21.5%[57.5 µM],COC(=O)c1ccc(NC(=O)CC2C(=O)N(C)C(=S)N2Cc2ccc(S(N)(=O)=O)cc2)cc1 (configuration not stated)
1.5%[57.5 µM],COc1ccc2cc(C(=O)C3CCCN(C(=O)c4cnccn4)C3)ccc2c1 (configuration not stated)
-0.1%,COCCNC(=S)N1CCN(C(=O)C(=O)Nc2ccc(C(=O)OC)cc2)CC1
6.1%,Cc1nnc2ccc(-c3cccc(NC(=O)c4ccco4)c3)nn12
-5.2%,Cn1ncc(Br)c1C(=O)N1CCc2ccccc21
-4.2%,COc1ccc(-c2cc(-c3nnc(COC(=O)C4CC4)o3)c3ccccc3n2)cc1OC
-12.1%[57.5 µM],CCNC(=O)c1c(N)sc2c1CCCCC2
-15.3%,NC(=O)COc1ccc(NC(=O)c2ccccc2-c2ccccc2)cc1
1.5%,COC(=O)c1sccc1NC(=S)Nc1cc(C)ccc1OC
2.51µM*,COc1cc2ncnc(NCc3cccs3)c2cc1OC
-6.6%[57.5 µM],Cc1[nH][nH]c(=O)c1[C@@H](c1ccccc1[N+](=O)[O-])C(C#N)C#N
5.5%[57.5 µM],O=C(/C=C/Nc1ccc(S(=O)(=O)Nc2ncccn2)cc1)c1ccc2ccccc2c1
-5.3%,COc1ccc2c(c1)C(=O)[C@H](OC(=O)NCc1ccc3c(c1)OCO3)[C@@H](c1ccc(OC)c(Br)c1)O2
-4.5%,COc1ccc(CC(=O)Nc2ccc(NC(=O)c3ccccc3F)cc2)cc1
-18.2%[57.5 µM],COc1ccc(C(=O)Nc2ccccc2C(=O)NC(Cc2c[nH]c3ccccc23)C(=O)O)cc1 (configuration not stated)
3.4%,CC(/C=C/c1ccc(OCc2ccccc2)cc1)=N\O
2.8%,Cn1c(N)c(S(=O)(=O)NCc2ccc(Cl)cc2)c(=O)n(C)c1=O
-1.9%,O=C(/C=C/c1ccc(F)cc1)N1CCN(c2ncccn2)CC1
4.2%,CSc1ccc(/C=C/C(=O)c2ccc(O)cc2)cc1
-3.2%,Cc1ccc(-n2c(C(C)n3nc(C)c([N+](=O)[O-])c3C)n[nH]c2=S)cc1 (configuration not stated)

(listing goes on)
ERK EGF inh,molecule
-0.5%[57.5 µM],CC(=O)c1c[nH]c2ccc(C)cc2c1=O
22.8%,CCc1nnc(NC(=O)CSc2nnc(Cc3cc(=O)[nH]c(=O)[nH]3)n2-c2ccc(OC)cc2)s1
-10.0%[57.5 µM],CCCCCCN(C(=O)CCCCCN1C(=O)NC(c2cccc([N+](=O)[O-])c2)C(C(=O)OCc2ccccc2)=C1C)C(C(=O)NCCCC)c1ccc(OCC(=O)OC)c(C(=O)OC)c1 (configuration not stated)
-6.3%[57.5 µM],CCC(C)C(NC(=O)c1ccccc1NC(=O)c1ccc(C)cc1)C(=O)O (configuration not stated)
-10.6%[57.5 µM],O=C(NCCCn1ccnc1)C1CC(c2ccccc2Cl)=NO1 (configuration not stated)
4.0%,COc1ccc(-c2nc(N)n(C(=O)c3ccccc3Cl)n2)cc1
-18.6%[57.5 µM],COc1cc(C(F)(F)F)c(C(=O)NCc2cccc(Cl)c2)cn1
-9.5%,CCC(=O)NNc1nc2c(C)c(C)ccc2s1
?,CC1=CC(=Nc2c(C)n(C)n(-c3ccccc3)c2=O)C=CC1=O
4.6%,CC1(C)NC(=O)N(CC(=O)OCC(=O)Nc2cc(S(=O)(=O)N3CCCCCC3)ccc2Cl)C1=O
1.6%,Cc1cnc(CN2CCc3c([nH]c4ccccc34)C2C2CCCCC2)[nH]1 (configuration not stated)
1.4%,COc1ccccc1N(C)S(=O)(=O)c1ccc(C(=O)OCC(=O)c2c[nH]c3ccccc23)cc1
